Source: PubChem BioAssay
GLA spleen mod: inhibits or activates alpha-galactosidase in human spleen homogenate | human spleen homogenate, 4MU-alpha-Gal fluorescence, 40 min | P06280 | 0.008% of 240,000 active | Potency, µM (series often up to 80 µM), for the others: at the top dose activity change, negative = inhibition, most hits filed as inhibitors;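 also: 0% = enzyme with vehicle and -100% = no enzyme basal signal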
Target sequence (P06280 32-429 limits assumed): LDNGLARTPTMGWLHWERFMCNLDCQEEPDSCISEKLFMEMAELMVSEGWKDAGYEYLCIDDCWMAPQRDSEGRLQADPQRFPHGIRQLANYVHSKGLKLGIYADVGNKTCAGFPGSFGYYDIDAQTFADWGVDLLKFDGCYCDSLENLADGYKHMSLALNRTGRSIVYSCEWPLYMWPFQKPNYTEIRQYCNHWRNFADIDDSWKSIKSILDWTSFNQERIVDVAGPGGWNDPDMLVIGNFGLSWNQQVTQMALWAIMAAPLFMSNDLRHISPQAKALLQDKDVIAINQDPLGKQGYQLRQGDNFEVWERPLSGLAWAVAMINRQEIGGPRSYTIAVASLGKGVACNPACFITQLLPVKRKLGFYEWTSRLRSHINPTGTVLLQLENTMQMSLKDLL
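Human spleen homogenate (1 ug) as enzyme source, 4-methylumbelliferyl-alpha-D-galactopyranoside 1 mM final, citrate/phosphate pH 5.0 with 0.01% Tween-20. Compounds 40 min at 37C, NaOH/glycine stop; fluorescence Ex 365/Em 440, Hill-fit AC50.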
aGlu spleen mod: inhibits or activates alpha-glucosidase in human spleen homogenate; P10253; human spleen homogenate, 4-MU-alpha-glucoside fluorescence; Potency, µM (titrated, usually from 79.9 µM), without a hit: top-dose activity change, negative = inhibition, actives largely listed as inhibitors; 0.006% of 240,000 active; AID 2112;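 also: 0% = enzyme with vehicle and -100% = no enzyme basal signal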
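Compounds were titrated against alpha-glucosidase in spleen homogenate at pH 5.0, with 1 mM 4-methylumbelliferyl substrate for 40 min at 37 C. Reactions were quenched with pH 10 NaOH/glycine and fluorescence measured.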
GAA glycogen mod: inhibitors or activators of human alpha-glucosidase glycogen cleavage | recombinant GAA, glycogen substrate, Amplex Red glucose oxidase fluorescence | Potency, µM (highest dose often 76.4 µM), without a hit: at the top dose activity change, negative = inhibition, actives largely listed as inhibitors | 0.38% of 300,000 active | AID 2100;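 also: 0% = full enzyme reaction and -100% = no-enzyme basal signal; the screen sought inhibitors and activators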
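Recombinant human alpha-glucosidase (4 nM final) hydrolysed bovine liver glycogen (30 ug) for 40 min at 37 C in pH 5.0 citrate/phosphate with 0.01% Tween-20. Released glucose detected by glucose oxidase/Amplex Red, Ex 573/Em 610 nm. Compounds up to 77 uM; AC50 from Hill fits.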
ALDH1A1 block: blocks purified human ALDH1A1 activity. 7.3% of 220,000 active. Potency, µM (titrated, usually from 75.3 µM), without a hit: top-dose activity, negative = inhibition, hits mostly inhibitors. Purified ALDH1A1, NADH fluorescence, propionaldehyde substrate. P00352; active = well fitted inhibition curve with a large enough effect, not every such curve was filed as active; inconclusive = small, poorly fitted or top-dose-only effect, or another doubt; inactive = no such curve, though single readings can be large or run the other way;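 also: plate controls were no enzyme wells and a reference inhibitor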
GAA inhib: inhibitors of human lysosomal alpha-glucosidase. P10253. purified human GAA, 4-MU-alpha-glucoside fluorescence. Potency, µM (doses to about 76.9 µM), inactives show top-dose activity change, negative = inhibition, most hits filed as inhibitors. 0.005% of 200,000 active. AID 1466;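 also: plate controls were uninhibited enzyme wells for no effect and no-enzyme background for full effect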
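Activity normalized between no-enzyme (basal) and enzyme-only wells. Conditions: 4 nM human enzyme, 400 uM fluorogenic substrate, citrate/phosphate pH 5.0 with Tween-20, 20 min room temperature, compounds up to 77 uM.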
Epigenetic derep: derepresses silenced GFP reporter in murine cells; murine LDR cells, GFP reporter derepression, 30 h; Potency, µM (top dose mostly 53.9 µM), for the others: at the top dose GFP activation, hits mostly activators; 0.2% of 280,000 active; also: % of control where 0% means no effect; nearly all actives have a fitted effect of over 60% in size
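Reporter derepression read as number of fluorescent GFP-positive objects, 20-120 um in size, counted by laser-scanning cytometer. Mouse LDR line with an epigenetically silenced CMV-GFP locus; compound incubation 30 h, 37 C.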
Tau fluor counter: counter-screen for tau fibril formation inhibitors | AID 1463 | Potency, µM (doses to about 57.7 µM), for inactives: top-dose activity change, negative = decrease | tau K18 P301L (four-repeat tau fragment) Alexa594 fluorescence, heparin fibrillization | 0.93% of 280,000 active; also: % is scaled to controls: 0 for no effect and ±100 for the full control effect; nearly all actives have a fitted effect of over 55% in size
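Human K18 P301L tau (15 uM unlabeled plus 0.24 uM Alexa 594-labeled, final) in 100 mM sodium acetate pH 7 was mixed with compound and 20 uM heparin and incubated 6 hr at 37 C.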
NPSR antag: neuropeptide S receptor (human) antagonism, cAMP; CHO-NPSR cells, cAMP TR-FRET, antagonist mode; Potency, µM (top dose mostly 38.3 µM), for inactives: at the highest dose activity change, negative = inhibition, most hits filed as inhibitors; 1% of 220,000 active; also: % is scaled to controls: 0 for no effect and ±100 for the full control effect; nearly all actives have a fitted effect of over 50% in size; many of its hits are not listed in these tables
Target sequence (Q6W5P4 whole entry, looked up): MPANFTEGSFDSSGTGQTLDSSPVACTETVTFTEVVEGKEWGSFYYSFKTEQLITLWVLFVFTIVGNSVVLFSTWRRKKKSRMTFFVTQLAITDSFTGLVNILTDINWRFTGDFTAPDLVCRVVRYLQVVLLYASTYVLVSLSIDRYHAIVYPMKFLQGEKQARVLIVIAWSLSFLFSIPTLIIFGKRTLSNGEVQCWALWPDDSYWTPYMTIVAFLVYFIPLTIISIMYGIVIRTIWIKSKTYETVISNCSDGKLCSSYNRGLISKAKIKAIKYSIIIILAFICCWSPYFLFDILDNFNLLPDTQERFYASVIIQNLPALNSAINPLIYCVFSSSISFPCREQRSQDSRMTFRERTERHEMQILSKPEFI
* hit, by the source's call; [ ] = remark or other dose. Unless noted, calls follow the shape of the dose curve; as a rule, active = well fitted curve in the direction sought with a large enough effect; inconclusive = small, poorly fitted or top-dose-only effect, or another doubt; inactive = no such curve, though single readings can be large; an effect the other way counts as inactive or inconclusive. Potency is read from the fitted curve at half-maximal effect. A portion of the library; the hit share may differ from the screen's.

`COCCn1c(=O)c2cc3c(=O)n(CCOC)c(=O)c3cc2c1=O` gave GLA spleen mod 3.7%, aGlu spleen mod -0.9%, GAA glycogen mod -4.5%, ALDH1A1 block 17.8µM*, GAA inhib 0.9%, Epigenetic derep -0.7%, Tau fluor counter -9.3% and NPSR antag 2.2%[46.1 µM].
Cn1c(=O)c2c(nc(SCC(=O)NCC3CCCO3)n2C)n(C)c1=O (stereo unspecified) was read as GLA spleen mod 3.9%, aGlu spleen mod 1.6%, GAA glycogen mod 2.2%, ALDH1A1 block -11.8%, GAA inhib -11.6%, Epigenetic derep -2.0%, Tau fluor counter -6.0% and NPSR antag 8.3%[46.1 µM].
For O=C(c1ccccc1)N1CCN(CC#Cc2ccccc2)CC1 the results were GLA spleen mod -5.0%, aGlu spleen mod -3.6%, GAA glycogen mod 8.4%, ALDH1A1 block 3.4%, GAA inhib -7.7%, Epigenetic derep -1.6%, Tau fluor counter 2.5% and NPSR antag -10.4%[46.1 µM].
CC1=CCc2c(cc3oc(C)cc(=O)c3c2O)OC1 was read as GLA spleen mod 2.7%, aGlu spleen mod -5.3%, ALDH1A1 block inconclusive, Epigenetic derep 0.8% and Tau fluor counter -20.8%.
`Nc1nnc(Cc2ccc(Cl)c(Cl)c2)s1` gave GLA spleen mod 7.3%, aGlu spleen mod 3.6%, GAA glycogen mod 3.3%, ALDH1A1 block inconclusive, GAA inhib -8.5%, Epigenetic derep -1.1%, Tau fluor counter 0.5% and NPSR antag 2.4%[46.1 µM].
For CCOc1ccc(C(=O)NCc2ccncc2)cc1 the results were GLA spleen mod 0.4%, aGlu spleen mod -16.2%, GAA glycogen mod -3.9%, ALDH1A1 block 11.2%, GAA inhib -1.3%, Epigenetic derep 0.5%, Tau fluor counter -1.4% and NPSR antag -6.5%[46.1 µM].
COc1cccc(C(=O)Nc2cccnc2)c1OC was read as GLA spleen mod -8.4%, aGlu spleen mod -3.2%, GAA glycogen mod 1.6%, ALDH1A1 block 2.6%, GAA inhib 10.1%, Epigenetic derep -1.2%, Tau fluor counter -0.4% and NPSR antag 8.7%.
O=C(Cc1cccs1)N/N=C/C=C\c1ccco1 was read as GLA spleen mod -6.9%, aGlu spleen mod -6.8%, GAA glycogen mod 10.4%, ALDH1A1 block 25.1µM*, GAA inhib -5.9%, Epigenetic derep 2.6%, Tau fluor counter -10.5% and NPSR antag -4.9%[46.1 µM].
`O=C(CSc1ncnc2c1oc1ccccc12)NC1CCCCC1` gave GLA spleen mod 1.4%, aGlu spleen mod -5.0%, GAA glycogen mod 7.8%, ALDH1A1 block inconclusive, GAA inhib -2.4%, Epigenetic derep -0.2%, Tau fluor counter -4.0% and NPSR antag inconclusive.
Screening C=CCn1c(SCC(=O)Nc2sc3c(c2C#N)CCC3)nnc1C1COc2ccccc2O1 (stereo unspecified) returned GLA spleen mod -1.6%, aGlu spleen mod -0.9%, GAA glycogen mod -1.9%, ALDH1A1 block inconclusive, GAA inhib -11.5%, Epigenetic derep -4.1%, Tau fluor counter -21.8% and NPSR antag -14.2%[46.1 µM].
Screening CC(C)(C)NC(=O)CCN1CCOCC1 returned GLA spleen mod 5.5%, aGlu spleen mod -5.9%, GAA glycogen mod 1.1%, ALDH1A1 block 7.1%, GAA inhib -14.4%, Epigenetic derep -1.1%, Tau fluor counter -0.8% and NPSR antag -2.7%[46.1 µM].
COC(=O)CSc1nc2ccccc2c(=O)n1C was read as GLA spleen mod 2.2%, aGlu spleen mod -1.2%, GAA glycogen mod -16.8%, ALDH1A1 block -6.0%, GAA inhib -1.7%, Epigenetic derep -1.0%, Tau fluor counter -0.1% and NPSR antag 0.1%[46.1 µM].
For CC(=C\c1ccccc1)/C=C1/SC(=S)N(C(C(=O)O)C(C)C)C1=O (stereo unspecified) the results were GLA spleen mod 1.3%, GAA glycogen mod 8.1%, ALDH1A1 block -5.1%, GAA inhib -20.4%, Epigenetic derep 0.6%, Tau fluor counter -12.8% and NPSR antag -29.8%.
For COc1ccc(/C=C/C(=O)N(C)c2ccccc2C(=O)O)cc1 the results were GLA spleen mod 6.4%, aGlu spleen mod 0.2%, GAA glycogen mod 7.5%, ALDH1A1 block 10.3%, GAA inhib 2.7%, Epigenetic derep 1.3%, Tau fluor counter 1.4% and NPSR antag 9.5%.
Screening Cc1ccccc1C(=O)OC(C)CN1CCN(C)CC1 (stereo unspecified) returned GLA spleen mod 4.0%, aGlu spleen mod 2.8%, GAA glycogen mod 5.9%, ALDH1A1 block 5.9%, GAA inhib 6.3%, Epigenetic derep -1.1%, Tau fluor counter -5.1% and NPSR antag 18.0%.
Screening O=C(Nc1cc(C(F)(F)F)ccc1N1CCOCC1)c1cn2ccccc2n1 returned GLA spleen mod 0.2%, aGlu spleen mod -1.8%, GAA glycogen mod 2.5%, ALDH1A1 block inconclusive, GAA inhib -2.7%, Epigenetic derep 0.6%, Tau fluor counter -19.1% and NPSR antag 5.9%[46.1 µM].
Screening COc1ccc(C(=O)NCc2nnc(SCC(=O)N3CCCCC3)o2)cc1OC returned GLA spleen mod 0.0%, aGlu spleen mod -0.7%, GAA glycogen mod -17.6%, ALDH1A1 block inconclusive, GAA inhib 0.8%, Epigenetic derep 2.1%, Tau fluor counter -4.9% and NPSR antag -0.9%[46.1 µM].
For O=C(c1ccccc1)N1CCCCC(Sc2nnc3ccccn23)C1=O (stereo unspecified) the results were GLA spleen mod -4.1%, aGlu spleen mod -7.1%, GAA glycogen mod 10.6%, ALDH1A1 block -5.5%, GAA inhib -5.5%, Epigenetic derep 0.5%, Tau fluor counter -9.0% and NPSR antag -9.9%[46.1 µM].
For O=C(CN1CCOCC1)Nc1ccccc1Sc1ccc(Cl)cc1 the results were GLA spleen mod 0.5%, aGlu spleen mod -0.6%, GAA glycogen mod -5.0%, ALDH1A1 block -2.3%, GAA inhib 7.1%, Epigenetic derep -2.2%, Tau fluor counter -10.3% and NPSR antag -4.0%.
For CC(C)(C)NC(=O)C1Cc2ccccc2CN1S(=O)(=O)c1ccc(F)cc1 (stereo unspecified) the results were GLA spleen mod 6.1%, GAA glycogen mod 2.4%, ALDH1A1 block 5.7%, GAA inhib -0.5%, Epigenetic derep -2.6%, Tau fluor counter -2.3% and NPSR antag -10.2%.
`Cc1nn(-c2cc(N3CCCC3)ccc2[N+](=O)[O-])c(=O)c2ccccc12` gave GLA spleen mod 3.7%, aGlu spleen mod -0.1%, GAA glycogen mod -2.6%, ALDH1A1 block -3.5%, GAA inhib -0.1%, Epigenetic derep 2.0%, Tau fluor counter -11.9% and NPSR antag inconclusive.
O=C1NCCCN1Cc1ccc(F)cc1Cl was read as GLA spleen mod 5.8%, aGlu spleen mod 4.9%, GAA glycogen mod 11.6%, ALDH1A1 block 4.47µM*, GAA inhib -2.1%[15.4 µM], Epigenetic derep 3.2%, Tau fluor counter -4.0% and NPSR antag -7.5%[46.1 µM].
Screening O=[n+]1c2c(n([O-])c3cc(Br)ccc31)CCCC2 returned GLA spleen mod -9.0%, aGlu spleen mod -10.4%, GAA glycogen mod 8.7%, ALDH1A1 block -6.1%, GAA inhib -11.2%, Epigenetic derep -1.0%, Tau fluor counter 5.2% and NPSR antag -11.3%.
`Cc1sc2nc(SCC(=O)c3cccs3)n(Cc3ccco3)c(=O)c2c1C` gave GLA spleen mod 0.5%, aGlu spleen mod -1.8%, GAA glycogen mod -1.6%, ALDH1A1 block inconclusive, GAA inhib -3.6%, Epigenetic derep 3.1%, Tau fluor counter -11.5% and NPSR antag -16.4%[46.1 µM].
Screening CC1(C)Cc2c(sc3nnn(CC(=O)Nc4ccccc4)c(=O)c23)CO1 returned GLA spleen mod 9.8%, aGlu spleen mod -10.7%, GAA glycogen mod -6.1%, ALDH1A1 block 1.9%, GAA inhib 2.4%, Epigenetic derep 1.1%, Tau fluor counter -22.0% and NPSR antag 2.1%.
`CC(=O)N1CCN(c2nc(C)nc3sc4c(c23)CCC(C)C4)CC1` (stereo unspecified) gave GLA spleen mod -0.6%, aGlu spleen mod 0.6%, GAA glycogen mod -6.0%, ALDH1A1 block 13.9%, GAA inhib 2.7%, Epigenetic derep -1.1%, Tau fluor counter -0.4% and NPSR antag -29.9%[46.1 µM].

By substructure, those above with a thiophene ring, fused or not
O=C(Cc1cccs1)N/N=C/C=C\c1ccco1 was read as GLA spleen mod -6.9%, aGlu spleen mod -6.8%, GAA glycogen mod 10.4%, ALDH1A1 block 25.1µM*, GAA inhib -5.9%, Epigenetic derep 2.6%, Tau fluor counter -10.5% and NPSR antag -4.9%[46.1 µM].
Screening C=CCn1c(SCC(=O)Nc2sc3c(c2C#N)CCC3)nnc1C1COc2ccccc2O1 (stereo unspecified) returned GLA spleen mod -1.6%, aGlu spleen mod -0.9%, GAA glycogen mod -1.9%, ALDH1A1 block inconclusive, GAA inhib -11.5%, Epigenetic derep -4.1%, Tau fluor counter -21.8% and NPSR antag -14.2%[46.1 µM].
`Cc1sc2nc(SCC(=O)c3cccs3)n(Cc3ccco3)c(=O)c2c1C` gave GLA spleen mod 0.5%, aGlu spleen mod -1.8%, GAA glycogen mod -1.6%, ALDH1A1 block inconclusive, GAA inhib -3.6%, Epigenetic derep 3.1%, Tau fluor counter -11.5% and NPSR antag -16.4%[46.1 µM].
Screening CC1(C)Cc2c(sc3nnn(CC(=O)Nc4ccccc4)c(=O)c23)CO1 returned GLA spleen mod 9.8%, aGlu spleen mod -10.7%, GAA glycogen mod -6.1%, ALDH1A1 block 1.9%, GAA inhib 2.4%, Epigenetic derep 1.1%, Tau fluor counter -22.0% and NPSR antag 2.1%.
`CC(=O)N1CCN(c2nc(C)nc3sc4c(c23)CCC(C)C4)CC1` (stereo unspecified) gave GLA spleen mod -0.6%, aGlu spleen mod 0.6%, GAA glycogen mod -6.0%, ALDH1A1 block 13.9%, GAA inhib 2.7%, Epigenetic derep -1.1%, Tau fluor counter -0.4% and NPSR antag -29.9%[46.1 µM].
